HCV NS3h FP = blocks HCV NS3 helicase binding to DNA | NS3h Cy5-dT15 DNA binding, fluorescence polarization | inhibition, % at 100 µM | hit rate 1.6% among 16,000;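 active means inhibition above the average over every tested compound plus 3 SD, cut at about 40% in these data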
Cy5 interf NS3h = Cy5 fluorescence interference, HCV helicase counter-screen; Cy5-dT15 DNA with NS3h; actives lie on both sides; signal over control mean, under 1 quenches; fluorescence interference ratio at 100 µM; hit rate 6% among 16,000; AID 720488;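 active means compound fluorescence over control fluorescence at most 0.8, a quencher, or at least a set upper limit, an enhancer; inactive means ratio between 0.8 and the set upper limit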
Active calls of the source: *.

1) O=c1oc2ccccc2c2c1C(c1ccc(Cl)cc1)c1c(c3ccccc3oc1=O)O2
2) O=[N+]([O-])c1ccc(N2CCNCC2)cc1NCCOc1ccccc1
3) O=C1NC(=O)N(c2ccccc2Cl)C(=O)C1=Cc1ccccc1
4) O=C1/C(=C/c2ccccn2)N2CCC1CC2
5) CCOC(=O)c1c(C)n(CC(C)C)c2ccc(OC)cc12
6) COc1ccccc1CN1CCN(Cc2ccc(SC)cc2)CC1
7) Oc1ccc(Br)cc1CN1CCN(Cc2ccc(F)cc2)CC1
8) C[n+]1ccc(-c2ccncc2)cc1
assay / entry	1	2	3	4	5	6	7	8
Cy5 interf NS3h	1	0.7*	1	0.97	1.1	1	1	1.1
HCV NS3h FP	5	1	0	-14	2	-13	-7	0

9) CCOC(=O)c1c(C)n(Cc2ccco2)c2ccc(O)cc12
10) COC(=O)c1ccc(-c2ccc(C=C3C(=O)NC(=S)NC3=O)o2)cc1
11) COc1ccc(OP(=O)(Oc2ccccc2)Oc2ccc(OC)cc2)cc1
12) CCOc1cc(C=C2C(=O)NC(=S)NC2=O)ccc1OCc1c(C)no[n+]1[O-]
13) CN(C)CCC(=O)c1ccc(Cl)c(Cl)c1
14) Cc1ccc(N2C(=O)/C(=C/c3ccc(-c4ccc(C(=O)O)cc4)o3)C(=O)NC2=S)cc1
15) Cc1cc(C=C2C(=O)NC(=S)NC2=O)c(C)n1-c1ccccc1
16) CC1(C)C(c2ccccc2)=NC(c2cccnc2)N1O (configuration not stated)
assay / entry	9	10	11	12	13	14	15	16
Cy5 interf NS3h	0.89	1.1	0.99	1	0.87	0.99	1	1.1
HCV NS3h FP	7	18	10	-4	3	50*	-1	-1

17) Cc1cc(C=C2C(=O)NC(=O)NC2=O)c(C)n1C
18) Cc1ccc(-c2ccc(C=C3C(=O)NC(=S)NC3=O)o2)cc1[N+](=O)[O-]
19) CCCCn1c(=O)c(C(=O)Nc2ncccc2O)c(O)c2ccccc21
20) Nc1ccc(Cc2ccc(N)c(Cl)c2)cc1Cl
21) O=C1/C(=C/c2ccc(O)cc2)N2CCC1CC2
22) Cc1cc(-c2ccc(C=C3C(=O)NC(=O)NC3=O)o2)ccc1[N+](=O)[O-]
23) CCC1(c2ccccc2)C(=O)NC(=O)N(C(=O)c2ccccc2Br)C1=O (configuration not stated)
24) O=C1NC(=S)N(c2ccccc2)C(=O)/C1=C/c1ccc(-c2ccc(C(=O)O)c(Cl)c2)o1
assay / entry	17	18	19	20	21	22	23	24
Cy5 interf NS3h	0.93	0.92	1	0.96	1.1	0.76*	1	1.1
HCV NS3h FP	-2	42*	5	7	-6	11	1	68*

25) CC(C)C(=O)N1N=C(c2cccnc2)CC1(O)C(F)(F)F (configuration not stated)
26) O=C(Nc1ccc(Cl)cc1C(=O)c1ccccc1)c1cncc(Br)c1
27) Nc1ccc(Br)cc1C(=O)c1ccc(Cl)cc1Cl
28) O=C(Nc1ccc(Br)cc1C(=O)c1ccccc1)c1ccc([N+](=O)[O-])cc1
29) COc1cccc(-n2c(/C=C/c3cccnc3)nc3ccccc3c2=O)c1
30) CCOc1ccc(N2C(=O)NC(=O)/C(=C\c3ccc(Sc4nc5ccccc5[nH]4)o3)C2=O)cc1
31) CN(C)c1ccc(C=C2C(=O)NC(=S)N(c3ccccc3F)C2=O)cc1
32) O=[N+]([O-])c1nonc1NCn1nnc2ccccc21
assay / entry	25	26	27	28	29	30	31	32
Cy5 interf NS3h	1.1	0.94	1	1.1	1	1	1	0.94
HCV NS3h FP	-2	11	-2	-8	-10	8	34	3

33) O=C(Nc1ccc(Cl)cc1C(=O)c1ccccc1)c1ccc([N+](=O)[O-])cc1
34) Cc1ccc(C=C2C(=O)N(C)C(=O)N(C)C2=O)o1
35) O=C1NC(=O)C(=Cc2ccc(-c3ccccc3C(=O)O)o2)C(=O)N1
36) CC1(C)C(=O)N(c2ccccc2)C(=O)N(c2ccccc2)C1=O
37) O=C(CNC(=O)OCc1ccccc1)Nc1ccc(Br)cc1C(=O)c1ccccc1
38) COc1ccc(CN2CCNCC2)cc1OC
39) CCOP(=O)(OCC)C1(O)C(=O)Nc2ccc(Br)cc21 (configuration not stated)
40) Cc1ccc(C)c(COc2cc(C)cc3oc(=O)c4c(c23)CCC4)c1
assay / entry	33	34	35	36	37	38	39	40
Cy5 interf NS3h	0.95	1	1	0.94	1	0.99	0.97	1.1
HCV NS3h FP	10	10	68*	-1	22	-7	7	8

41) O=P(Oc1ccccc1)(Oc1ccccc1)C(NCc1ccccc1)c1ccccc1 (configuration not stated)
42) CCC1(CC)C(=O)N(Cc2ccccc2)C(=O)N(Cc2ccccc2)C1=O
43) Cc1nc2ccccc2c(=O)n1-c1ccc([N+](=O)[O-])cc1
44) COc1ccc(C=C2C(=O)NC(=O)NC2=O)cc1OCc1ccc(Cl)cc1Cl
45) Cc1cccc(-n2c(CN3C(=O)c4ccccc4C3=O)nc3ccccc3c2=O)c1
46) O=C(CCN1CCOCC1)Nc1ccc(Br)cc1C(=O)c1ccccc1
47) O=C(CF)NC(Nc1ccc(Br)cc1)C(Cl)(Cl)Cl (configuration not stated)
48) COc1cccc(CN2CCNCC2)c1
assay / entry	41	42	43	44	45	46	47	48
Cy5 interf NS3h	1	0.93	0.87	0.61*	0.96	1	0.92	1.1
HCV NS3h FP	4	-5	-6	-19	-2	3	0	-6

49) C=CCn1c(C)c(C=C2C(=O)NC(=S)NC2=O)c2ccccc21
50) O=C(Cn1c[n+]([N-][N+](=O)[O-])cn1)Nc1ccc([N+](=O)[O-])cc1
51) Cc1ccc(C(=O)Nc2ccc(N/C(N)=N\[N+](=O)[O-])cc2)cc1
52) COc1cc(CN2CCNCC2)cc(OC)c1OC
53) O=C1/C(=C/c2ccccc2O)N2CCC1CC2
54) O=[N+]([O-])c1ccc(NCC(O)c2ccccc2)c2ncccc12 (configuration not stated)
assay / entry	49	50	51	52	53	54
Cy5 interf NS3h	1	1	1	0.97	1.1	0.65*
HCV NS3h FP	14	12	-2	-9	-5	36

Screening results: PubChem, Milwaukee Institute for Drug Discovery

The list is partial (hit frequency here may not be typical).
